# Assay outcomes (PubChem BioAssay)
# OX1R antag-1 – blocks the human orexin 1 receptor; AID 434989; 330,000 tested, 0.43% active; O43613; inhibition, % at 5 µM; CHO/OX1R cells, Fluo-8 calcium fluorescence, orexin A;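 active = inhibition above its plate's threshold, mean inhibition of all tested compounds on the plate plus 3 SD, cut at about 37% in these data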;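 note: 0% = orexin A challenge wells and 100% = SB-334867-A antagonist wells; not every result past the cut was called active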
# Target sequence (O43613 whole entry, looked up): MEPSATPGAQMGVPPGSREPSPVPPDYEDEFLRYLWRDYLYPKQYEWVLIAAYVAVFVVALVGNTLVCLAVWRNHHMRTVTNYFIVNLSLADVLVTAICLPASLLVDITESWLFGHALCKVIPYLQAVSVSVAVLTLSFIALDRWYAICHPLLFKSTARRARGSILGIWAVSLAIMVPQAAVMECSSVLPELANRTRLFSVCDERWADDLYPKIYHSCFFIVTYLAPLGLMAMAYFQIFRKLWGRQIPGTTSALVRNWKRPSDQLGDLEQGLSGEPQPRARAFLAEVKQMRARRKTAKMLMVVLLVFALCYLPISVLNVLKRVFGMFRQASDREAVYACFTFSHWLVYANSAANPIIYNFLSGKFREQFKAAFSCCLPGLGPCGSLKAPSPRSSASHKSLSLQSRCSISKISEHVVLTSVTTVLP
# OX1R antag-2 – blocks the human orexin 1 receptor; O43613; OX1R-expressing cells, FRET antagonist read-out; inhibition, % at 6.6 µM; 330,000 tested, 1.8% active; AID 485270; in the data active = inhibition mostly above about 38%, no sharp cut-off; inactive = mostly below about 40%;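 note: 0% = agonist challenge alone and 100% = reference antagonist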
# The depositor's hits bear a star. Hits appear at their usual frequency; any-hit rate near 2.1%.
OX1R antag-1	OX1R antag-2	SMILES
-6	-7	Cc1ccc(CN2CCC(NC(=O)c3ccccc3)CC2)cc1
-17	26	O=[N+]([O-])c1ccc(Cl)c(S(=O)(=O)NCCc2ccccn2)c1
-5	4	Cn1cnnc1SCc1ccc(C(=O)O)cc1
8	15	O=C(CSc1nnc(Cc2cc(=O)[nH]c(=O)[nH]2)n1-c1ccccc1)N1CCCCC1
-30	5	CCOc1cc(NC(=S)NCCCN(C)C)c(OCC)cc1NC(=O)C1CC1
-16	2	COc1ccccc1N1CCN(C(=O)c2ccc(Cn3c(=O)[nH]c4ccsc4c3=O)cc2)CC1
-15	-3	CC(=O)NS(=O)(=O)c1ccc(NC(=O)c2ccccc2F)cc1
6	11	Nc1c(N(CCCO)C(=O)C2CCCCC2)c(=O)[nH]c(=O)n1Cc1ccccc1
20	43	Cc1ccc(Nc2nc3nonc3[nH]c2=O)cc1Cl
-43	18	CCC(C(=O)N1CC2(C)CC1CC(C)(C)C2)N1C(=O)c2ccccc2C1=O (stereo unspecified)
-16	3	COCCn1ccc(O)c(Cc2ccc(Cl)cc2)c1=O
-20	16	COc1ccc(Cn2nnnc2C(c2ccc3ncccc3c2)N2CCN(C3CCCCC3)CC2)cc1 (stereo unspecified)
-6	-1	COC(=O)c1cc(Cl)c(NC(=O)C(C)C)cc1OC
3	26	CCC(c1ccc(O)cc1)C(CC)c1ccc(O)cc1 (stereo unspecified)
-12	17	O=C(COC(=O)c1ccc(S(=O)(=O)Nc2ccccc2)cc1)NCC1CCCO1 (stereo unspecified)
-16	22	O=C(CCC(=O)NNC(=O)c1ccccc1[N+](=O)[O-])NCc1ccccc1
3	15	COc1ccc(NS(=O)(=O)Cc2ccccc2)cc1OC
-20	11	COc1ccc2[nH]c(C(=O)O)c(CCNC(C)=O)c2c1
-22	29	Cc1ccc(S(=O)(=O)NC(CCc2ccccc2)CC(=O)C(C)(C)C)cc1 (stereo unspecified)
-24	9	Cc1ccccc1C(=O)NC(CC(C)C)C(=O)OCC(=O)c1c(N)n(C)c(=O)n(C)c1=O (stereo unspecified)
-12	17	COC(=O)c1[nH]c2ccc(Cl)cc2c1NC(=O)Oc1ccccc1
6	-1	CCC1(c2ccccc2)NC(=O)N(CC(=O)NNC(=O)COc2ccc(Cl)cc2C)C1=O (stereo unspecified)
-15	17	COc1ccc(C(CNC(=O)c2cccc(S(=O)(=O)Nc3ccc(C)cc3)c2)N2CCOCC2)cc1 (stereo unspecified)
-14	26	COc1ccc(/C=N/NC(=O)c2nn(C)cc2Br)cc1CSCc1ccco1
-6	7	O=C(NCc1cccc(Cl)c1)c1ccc2c(c1)OCO2
14	105*	O=C(CSCc1ccc(Cl)cc1)Nc1cc([N+](=O)[O-])ccc1O
-10	56	COc1ccccc1C(=O)Nc1nsc(-c2ccccc2)n1
-26	14	O=C(CCSCc1ccccc1Cl)N1CCN(c2cccc(Cl)c2)CC1
-2	6	Cn1c(SCC(=O)Nc2ccccc2F)nnc1C1CCCCC1
4	2	CCOc1ccc(NS(=O)(=O)c2ccc(NC(=O)[C@@H]3CCCC[C@@H]3C(=O)O)cc2)cc1
-9	3	CCCCn1c(N)c(Sc2ccc(Cl)cc2)c(=O)[nH]c1=O
-9	30	Cc1cccc(C)c1OCCn1nnc2ccccc21
-24	2	CC(=O)Nc1ccc(NC(=O)c2ccc3c(c2)C(=O)N(c2ccccc2C)C3=O)cc1
-17	18	Cc1ccc(C(=O)N=c2sccn2C)cc1C
-22	7	COc1ccc(Oc2ccc(C(F)(F)F)cc2NC(=O)c2ccc(OC)cc2)cc1
-2	5	CN(C)S(=O)(=O)c1ccc(Cl)c(NC(=O)CN2C(=O)NC3(CCCC3)C2=O)c1
-15	-6	CCN(CC)/C(=N\S(=O)(=O)c1ccc(F)cc1)c1ccccc1
-16	7	O=C1CC(Sc2nnnn2-c2ccccc2)C(=O)N1c1cccc(Cl)c1 (stereo unspecified)
-37	16	O=C(COC(=O)c1ccc2c(c1Cl)C(=O)c1ccccc1C2=O)NC1CCCCC1
-11	22	CCOC(=O)c1c(NC(=O)/C=C\C(=O)O)sc(C)c1-c1ccccc1

# Reprinted from the part before: two compounds, then new ones.
OX1R antag-1	OX1R antag-2	SMILES
-37	16	O=C(COC(=O)c1ccc2c(c1Cl)C(=O)c1ccccc1C2=O)NC1CCCCC1
-11	22	CCOC(=O)c1c(NC(=O)/C=C\C(=O)O)sc(C)c1-c1ccccc1
-13	17	CCCCOc1ccc(C(=O)Nc2cccc(-n3cnnn3)c2)cc1OC
-5	24	CCN(CC)S(=O)(=O)c1ccc(NC(=O)c2ccc(CN3CCOCC3)cc2)cc1
-10	33	O=C(Nc1ccncc1)c1cc(-c2cccc(Br)c2)nc2ccccc12
-15	15	COc1ccccc1Nc1nc(N)nc(CN2CCC(C)CC2)n1
-13	12	COc1ccc(C(=O)Oc2c(CN3CCOCC3)cc(Cl)c3cccnc23)cc1
-4	20	CC(CN1CCCC1)OC(=O)COc1ccccc1 (stereo unspecified)
-29	-6	CCOc1ccc(C(CC(=O)O)NC(=O)c2ccco2)cc1OC (stereo unspecified)
4	24	CC(C)CC(=O)Nc1ccc(-c2cn3ccsc3n2)cc1
-7	26	Cc1onc(-c2ccccc2)c1C(=O)Nc1nc2c(s1)C(=O)CC(C)(C)C2
16	4	CC(CCc1ccccc1)NC(=O)COC(=O)c1cc(NS(=O)(=O)c2ccc(Cl)c([N+](=O)[O-])c2)ccc1O (stereo unspecified)
2	4	O=C(O)CCCNS(=O)(=O)c1ccc2c(c1)OCCCO2
-12	16	COc1ccc(Cl)cc1NC(=O)CCCN1C(=O)CCC1=O
-17	14	O=C(c1ccc(NS(=O)(=O)c2cccc3cccnc23)cc1)N1CCCCC1
-21	8	CC(C)Oc1ccccc1/C=N/NC(=O)c1ccccc1Cl
-25	2	COC(=O)C1C(=O)N2CCCSC2=C(C#N)C1c1cccs1 (stereo unspecified)
-11	8	CCOc1ccc(S(=O)(=O)NCCSc2ccccc2)cc1
-5	23	CN1C(=O)C(O)(c2sc(N)nc2-c2ccccc2)c2ccccc21 (stereo unspecified)
-23	7	CC(C)C(=O)Nc1ncc(Cc2ccccc2Cl)s1
-2	4	N#Cc1ccc(-c2ccccc2)nc1SCC(=O)c1cccc(Cl)c1
-12	2	COc1cccc(C(=O)NC(Cc2ccccc2)c2ccc3c(c2)OCCCO3)c1 (stereo unspecified)

# Part of the list above, with tabs.
smiles	OX1R antag-1	OX1R antag-2
CCCCOc1ccc(C(=O)Nc2cccc(-n3cnnn3)c2)cc1OC	-13	17
CCN(CC)S(=O)(=O)c1ccc(NC(=O)c2ccc(CN3CCOCC3)cc2)cc1	-5	24
O=C(Nc1ccncc1)c1cc(-c2cccc(Br)c2)nc2ccccc12	-10	33
COc1ccccc1Nc1nc(N)nc(CN2CCC(C)CC2)n1	-15	15
COc1ccc(C(=O)Oc2c(CN3CCOCC3)cc(Cl)c3cccnc23)cc1	-13	12
CC(CN1CCCC1)OC(=O)COc1ccccc1 (stereo unspecified)	-4	20
CCOc1ccc(C(CC(=O)O)NC(=O)c2ccco2)cc1OC (stereo unspecified)	-29	-6
CC(C)CC(=O)Nc1ccc(-c2cn3ccsc3n2)cc1	4	24
Cc1onc(-c2ccccc2)c1C(=O)Nc1nc2c(s1)C(=O)CC(C)(C)C2	-7	26
CC(CCc1ccccc1)NC(=O)COC(=O)c1cc(NS(=O)(=O)c2ccc(Cl)c([N+](=O)[O-])c2)ccc1O (stereo unspecified)	16	4
O=C(O)CCCNS(=O)(=O)c1ccc2c(c1)OCCCO2	2	4
COc1ccc(Cl)cc1NC(=O)CCCN1C(=O)CCC1=O	-12	16
O=C(c1ccc(NS(=O)(=O)c2cccc3cccnc23)cc1)N1CCCCC1	-17	14
CC(C)Oc1ccccc1/C=N/NC(=O)c1ccccc1Cl	-21	8
COC(=O)C1C(=O)N2CCCSC2=C(C#N)C1c1cccs1 (stereo unspecified)	-25	2

# Going on with the list.
OX1R antag-1	OX1R antag-2	SMILES
3	11	O=C(NCCc1ccccc1)c1cc(=O)[nH]c2ccccc12
-5	36	Cc1ccccc1OCc1nc(-c2cccnc2)no1
-4	12	COc1cc(/C=N/NC(=O)c2ccncc2)ccc1OC(=O)c1cccc(F)c1
-3	6	CC(=O)NC(CC(=O)Nc1ccc(S(=O)(=O)N2CCOCC2)cc1)c1ccccc1 (stereo unspecified)
-5	3	CCN1CCN(c2ncnc3c2cnn3-c2ccc(Cl)cc2)CC1
-10	30	CC(=O)Nc1cc2c(cc1NC(=O)Cn1nc(-c3ccc4c(c3)OCCO4)ccc1=O)OCCO2
-1	9	CC12CCC(C(=O)N(CC(O)CN3CCCCC3)C1=O)C2(C)C (stereo unspecified)
5	26	O=C1CC2C(CC(OC(=O)c3ccc(-c4ccccc4)cc3)C2CO)O1 (stereo unspecified)
-15	4	COc1ccc(NC(=O)c2ccc3c(=O)n4c(nc3c2)CCCCC4)cc1
-24	12	CCn1nccc1C(=O)Nc1nc2ccccc2n1CCN1CCCCC1
31	22	O=C(c1cc(COc2cccc(C(F)(F)F)c2)on1)N1CCC(c2ccncc2)CC1
-33	15	Cc1ccc(NC2=NCCC2)cc1Cl
-7	10	O=C(O)C1Cc2ccccc2CN1S(=O)(=O)/C=C/c1ccccc1 (stereo unspecified)
-4	6	N#CCC(=N)N1CCN(c2ccccc2Cl)CC1
-16	27	CCCc1nc2ccccc2n1C(=S)SC
7	9	CC(=O)NC1=NN(C(C)=O)C2(S1)C(=O)N(C(C)C)c1ccc(C)cc12 (stereo unspecified)
-17	20	CN(CC(=O)NCC(c1ccco1)N1CCCCC1)S(=O)(=O)c1ccc(Cl)cc1 (stereo unspecified)
11	13	C/C(=N/NC(=O)CCc1ccccc1)c1ccco1
2	9	CN1CCN(c2ccc(NC(=S)NC(=O)c3cccc4c(Cl)cccc34)cc2)CC1
-12	8	COc1ccc(C(=O)N2CCN(c3ccccc3Cl)CC2)cc1S(=O)(=O)NC1CC1
-26	5	CCc1ncc(CN2CCCC(C(=O)Nc3cccc(-c4ccc(F)cc4)c3)C2)cn1 (stereo unspecified)
-19	16	O=C(COC(=O)CN1C(=O)COc2ccccc21)NC1CCCCC1
-11	-4	CCc1cccc2c(SC(C)C(=O)NCC3CCCO3)nc(-c3ccccc3)nc12 (stereo unspecified)
-14	11	O=C(CSc1nnnn1-c1ccccc1)Nc1nsc(-c2ccccc2)n1
10	6	CCCN(C(=O)c1ccc(-n2cncn2)c([N+](=O)[O-])c1)C1CCS(=O)(=O)C1 (stereo unspecified)
-9	23	Cc1ccc(S(=O)(=O)N2CCc3cc4c(cc3C2C)OCCCO4)cc1 (stereo unspecified)
-29	18	Cc1ccnc2c(N3C(=O)C4C5c6ccccc6C(c6ccccc65)C4C3=O)cccc12 (stereo unspecified)
-30	-3	CCOc1cc(C(=O)N2CCN(c3ccccn3)CC2)cc(OCC)c1OCC
-24	17	CCc1ccc([C@H]2C(C(=O)O)=C[C@@H](C(C)(C)C)N2S(=O)(=O)c2ccc(C)cc2)cc1
-16	7	O=C(NCc1ccco1)c1cc(NS(=O)(=O)c2cccc([N+](=O)[O-])c2)ccc1O
-3	26	CCCCc1nnc(NC(=O)C(C)Sc2nc(O)c(Cc3ccccc3)c(=O)[nH]2)s1 (stereo unspecified)
-18	13	O=S(=O)(NCCc1ccccc1F)c1cccc(S(=O)(=O)N2CCOCC2)c1
-11	9	NC(=O)C1(N2CCCCC2)CCN(CC(=O)Nc2cc(Cl)ccc2Cl)CC1
-3	2	CCC1(c2ccc(F)cc2)NC(=O)N(CC(=O)Nc2cc(S(=O)(=O)N(C)C)ccc2Cl)C1=O (stereo unspecified)
-20	13	CC(Sc1nc2sc3c(c2c(=O)n1-c1ccccc1)CCCC3)C(=O)O (stereo unspecified)
-36	0	O=C(CCC(=O)N1CCN(S(=O)(=O)c2ccc(Cl)cc2)CC1)NC1CCCc2ccccc21 (stereo unspecified)
17	25	Nc1cc(Cl)ccc1C(=O)OCC(=O)NC1CCCCC1
-3	3	CN(CCc1ccccn1)C(=O)CCC1CCCN(C(=O)c2cscn2)C1 (stereo unspecified)
-25	18	COc1ccc(C2/C(=C(/O)c3ccc(C)cc3)C(=O)C(=O)N2C)c(OC)c1 (stereo unspecified)
10	5	CC(C)[C@H](NC(=O)c1cc2cc(Cl)ccc2n1C)C(=O)N[C@@H](C(=O)O)c1ccccc1
-9	15	Cc1ccn(C(=O)c2cc3ccccc3oc2=O)n1
-17	11	Cc1ccc(-c2nn(CC(=O)NN3CCOCC3)c(=O)c3ccccc23)cc1
17	34	CCOC(=O)N/N=C/c1ccc(OCCSc2ccc(Cl)cc2)c(OC)c1
1	16	c1ccc2cc(-c3csnn3)ccc2c1
-22	9	CC1=CC(C)(C)N(C)C(=O)N1c1ccc(Cl)cc1
-1	39	COc1ccc(C(=O)N/N=C/c2ccc3cccc(O)c3n2)cc1
-15	6	CN1CCN(S(=O)(=O)c2ccc(NC(=O)C3CCCCC3)cc2)CC1
-9	-13	COc1ccc(-c2cn(-c3ccc(OC)cc3)c3[n+]2-c2ccccc2CC3)cc1
-3	21	O=C(Cc1cccs1)NCCN1CCOCC1
-16	3	Cc1noc(/C=C/c2ccccc2F)c1S(=O)(=O)N1CCC(C(=O)N2CCN(C)CC2)CC1
-26	27	COC(=O)c1ccc(C23CC4(C2)[C@H](CN(Cc2ccc(-c5ccccc5)cc2)[C@@H]4c2ccccc2)C3c2ccccc2)cc1 (stereo partly specified)
-20	5	Cc1ccc(S(=O)(=O)N/N=C\C=C\c2ccccc2)cc1
-13	10	COc1ccccc1C1/C(=C(/O)c2ccccc2)C(=O)C(=O)N1CC(C)C (stereo unspecified)
-3	8	Cn1nccc1C(=O)Nc1cccc(C(F)(F)F)c1
-9	13	CC(=O)Nc1ccc(S(=O)(=O)Oc2ccccc2N2CCCCC2)cc1
-2	2	Cc1ccc(C(=O)NCC(=O)OCN2C(=O)c3ccccc3C2=O)cc1C
0	7	CN(C(=O)c1cccc(S(=O)(=O)N2CCOCC2)c1)c1c(N)n(Cc2ccccc2)c(=O)[nH]c1=O
-26	1	Cc1ccc(C)c(OCC(=O)Nc2ccc3c(c2)OCO3)c1
0	7	O=C1C2C3C=CC(C3)C2C(=O)N1c1ccccc1 (stereo unspecified)
2	8	CCNC(=S)NNC(=O)c1csc(C)c1
